Source: PubChem
NS5 inhibitors – flavivirus cap methylation enzyme inhibition – biochemical, confirmation dose response, primary screen (AID 588689). Dengue-2 NS5 methyltransferase capping enzyme assay, biochemical; higher % means a stronger effect. inhibition, % at 25 µM; hits with a dose series show IC50 in µM. 340,000 tested, 0.3% active; in the data active = a potency from the dose series; inconclusive = inhibition above about 29% without an active follow-up result
NOD1 NF-kB reporter – NOD1 signaling inhibitors, primary screen, cell-based, luminescence, uHTS (AID 1578). one-dose inhibition, % at 4 µM; EC50 in µM for titrated hits. 290,000 tested, 1% active. NOD1-driven NF-kB luciferase reporter cells, luminescence; higher % means a stronger effect; in the data active = inhibition mostly above about 36%, no sharp cut-off; inactive = mostly below about 34%;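 note: HEK-293T reporter cells stimulated with the NOD1 agonist gamma-tri-DAP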
KOR beta-arrestin-1 – kappa opioid receptor blockers – cell-based, luminescence, uHTS (AID 1778); inhibition, % at 10 µM, or IC50 in µM where a hit was titrated; 290,000 tested, 0.091% active; KOR beta-arrestin recruitment, luminescence, antagonist mode; higher % means a stronger effect; in the data active = inhibition above about 50%; note: strong numbers were not always called active
GPR55 LPI antagonism – GPR55 antagonists blocking LPI-driven arrestin recruitment, primary screen, imaging, U2OS, beta-arrestin-GFP, LPI agonist (AID 2013); U2OS GPR55 beta-arrestin-GFP translocation imaging, LPI antagonism; higher % means a stronger effect; inhibition, % at 10 µM, or IC50 in µM where a hit was titrated; 290,000 tested, 0.13% active;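 active = spots per cell inhibited over 60%, with over 100 cells counted and total cytoplasm intensity under 500,000; inconclusive = wells with under 100 cells, flagged as likely toxic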;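 note: U2OS cells stably carrying GPR55 and arrestin-GFP stimulated by 5 µM LPI near EC80; imaged beta-arrestin-GFP aggregate spots per cell after agonist stimulation; plate controls were LPI-stimulated DMSO wells for no effect and DMSO wells without LPI for full effect; some results filed as inactive read as strong as hits; confirmed hits need IC50 under 10 µM and bright autofluorescent wells are also inconclusive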
GPR35 arrestin U2OS – GPR35 antagonists blocking zaprinast-driven arrestin recruitment, primary screen, imaging, U2OS, beta-arrestin-GFP, zaprinast agonist (AID 2058); U2OS GPR35 beta-arrestin-GFP translocation imaging, zaprinast antagonism; higher % means a stronger effect; 290,000 tested, 0.052% active; one-dose inhibition, % at 10 µM; IC50 in µM for titrated hits;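 active = inhibition of at least 50% with at least 30 cells and total cytoplasm GFP at most 10,000,000; inconclusive = under 30 cells or total GFP of 10,000,000 plus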
HIV peptide binding – inhibitors of HIV fusion peptide binding, primary screen, biochemical, uHTS, fluorescence dequenching (AID 1986); cell-free peptide binding, fluorescence dequenching, 30 min; higher % means a stronger effect; inhibition, % at 20 µM, or IC50 in µM where a hit was titrated; 290,000 tested, 0.3% active; in the data active = inhibition mostly above about 52%, no sharp cut-off; inactive = mostly below about 76%; note: some results filed as inactive read as strong as hits
West Nile antiviral – West Nile virus antiviral activity, cell-based, CPE readout (AID 1621) | West Nile virus-infected cells, CPE inhibition; higher % means a stronger effect | CPE inhibition, % at 10 µM; hits with a dose series show IC50 in µM | 290,000 tested, 0.02% active; in the data active = a potency from the dose series; inconclusive = CPE inhibition mostly from about 3.7% at the one dose, without a potency; inactive = the rest, 99 in 100 with CPE inhibition below about 2.2%; note: strong numbers were not always called active
GPR55 activation – GPR55 agonists via beta-arrestin recruitment, primary screen, imaging, U2OS cells, beta-arrestin-GFP redistribution (AID 1961) | U2OS GPR55 beta-arrestin-GFP redistribution imaging; higher % means a stronger effect | activation, % at 10 µM, or EC50 in µM where a hit was titrated | 290,000 tested, 0.048% active;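 active = activation above 40% with more than 50 cells counted in the well; inconclusive = wells holding fewer than 50 cells, flagged as toxic or sparse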;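 note: U2OS osteosarcoma cells stably expressing GPR55 and beta-arrestin-GFP; plate controls were DMSO negative control for no effect and LPI positive control for full effect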
KOR beta-arrestin-2 – KOR agonists, beta-arrestin recruitment, primary screen, cell-based, luminescence, uHTS (AID 1777). one-dose activation, % at 10 µM; EC50 in µM for titrated hits. KOR beta-arrestin recruitment, luminescence; higher % means a stronger effect. 280,000 tested, 0.02% active; in the data active = activation above about 50%, passing the limit was not always enough; note: a part of the inactive calls stands beside numbers as strong as those of hits
NS5 inhibitors pilot replicate – second read-out of NS5 inhibitors, no call of its own (marks repeat the call); inhibition, %; measured here: pilot screen replicate inhibition
An asterisk follows results filed as active; ? = inconclusive; . = no result given; [ ] = another dose, or the depositor's remark. Not all compounds are listed; count on the stated rates, not on these rows.

The first 2 entries (preview)
SMILES | NS5 inhibitors | NOD1 NF-kB reporter | KOR beta-arrestin-1 | GPR55 LPI antagonism | GPR35 arrestin U2OS | HIV peptide binding | West Nile antiviral | GPR55 activation | KOR beta-arrestin-2 | others
COc1ccc(CNC(=O)c2ccc(C(C)C)cc2)cc1 | -4% | -18% | 18% | 2% | 15% | -0.7% | 0.3% | 0.1% | -2.1%
Cc1ccc(OCc2nnc(SCC(=O)N3c4ccccc4Sc4ccc(Cl)cc43)o2)cc1 | -5% | -14% | 17% | -2% | -8% | -2.4% | -1.3% | 0.2% | -3.3%

Main list, previewed entries included:
SMILES | NS5 inhibitors | NOD1 NF-kB reporter | KOR beta-arrestin-1 | GPR55 LPI antagonism | GPR35 arrestin U2OS | HIV peptide binding | West Nile antiviral | GPR55 activation | KOR beta-arrestin-2 | others
COc1ccc(CNC(=O)c2ccc(C(C)C)cc2)cc1 | -4% | -18% | 18% | 2% | 15% | -0.7% | 0.3% | 0.1% | -2.1%
Cc1ccc(OCc2nnc(SCC(=O)N3c4ccccc4Sc4ccc(Cl)cc43)o2)cc1 | -5% | -14% | 17% | -2% | -8% | -2.4% | -1.3% | 0.2% | -3.3%
COc1ccc(NC(=S)NC(=O)c2ccc(Br)o2)cc1 | -8% | -17% | -8% | 12% | -5% | -1.1% | -0.2% | -0.1% | -4.4%
CCSC1=C(C#N)C(c2ccccc2C)CC(=O)N1 (stereo unspecified) | 3% | -5% | 6% | 16% | -1% | -2.7% | -0.7% | 0.2% | -5.1%
COc1ccc(CC(=O)O/N=C(\N)Cc2ccc(OC)cc2)cc1 | -11% | -6% | -16% | 11% | 6% | -2.3% | -0.3% | 0.0% | -0.6%
CCOc1ccccc1-n1nnnc1SCC(=O)Nc1cc(C)on1 | -4% | 28% | 12% | 1% | 4% | -0.8% | 0.7% | 0.0% | 0.5%
CN(c1ccccc1)S(=O)(=O)c1ccc(C(=O)Nc2nnc(C3=COCCO3)o2)cc1 | -16% | -2% | 0% | 8% | 0% | 17% | -0.9% | 0.2% | -0.5%
CC(C)(C)n1nnnc1C(c1cccs1)N(Cc1cccnc1)Cc1ccco1 (stereo unspecified) | -7% | -4% | 2% | 58% | 27% | -1.0% | -0.3% | 0.2% | -2.6%
O=C(CNC(=O)Cc1ccccc1)N=Nc1c(O)[nH]c2ccc(Br)cc12 | -1% | 8% | 31% | -12% | 33% | -1.3% | 0.1% | -0.2% | -7.0%
O=C(NCCSCc1ccco1)c1ccc(CN2CCOCC2)cc1 | -1% | -19% | -35% | 14% | 6% | -1.3% | -0.2% | -0.1% | -2.0%
COc1ccc(C2SCC(=O)N2c2ccc(OC)cc2)cc1 (stereo unspecified) | -5% | 7% | -16% | 11% | -4% | -0.8% | -0.6% | -0.1% | 1.8%
O=C(CSc1cccc[n+]1[O-])c1ccc(Cl)cc1 | 1% | -31% | 17% | 14% | -1% | 0.4% | 0.1% | -0.4% | -2.6%
COc1ccc(C(=O)Nc2cc(OC)ccc2OC)cc1 | -5% | -10% | 15% | 5% | 5% | -0.7% | 0.4% | 0.2% | -5.0%
O=C(CN1N=C(c2ccccc2)CCC1=O)NCc1ccco1 | . | -7% | 1% | 2% | -7% | -2.5% | -0.1% | -0.2% | -2.5%
Cc1ccc(C2CC(c3ccccc3)=NN2C(=O)CSc2nnc(-c3ccncc3)n2C)o1 (stereo unspecified) | -1% | -22% | 30% | 4% | 10% | -1.1% | -0.7% | -0.3% | 7.6%
Cc1cccc(N2CCN(C(=O)c3ccc4c(c3)OCCO4)CC2C)c1 (stereo unspecified) | -2% | -24% | -2% | -7% | 0% | -0.2% | -1.0% | 0.2% | -5.7%
O=C(NCCc1ccccc1)C1CCCN1C(=O)Nc1ccccc1 (stereo unspecified) | -5% | 11% | 9% | 9% | -3% | -1.8% | -0.1% | -0.2% | -2.6% | NS5 inhibitors pilot replicate=-5.2
COC(=O)Cn1cc([N+](=O)[O-])nc1C | -12% | -20% | 35% | -7% | -5% | -0.7% | -0.4% | -0.5% | -2.0%
CCCn1c(N2CCN(C(=O)Nc3ccccc3)CC2)nc2ccccc21 | -9% | -31% | 9% | 4% | 9% | -0.8% | -0.4% | 0.3% | -3.6%
Cc1ccc(NC(=O)CC(=O)NCCN2CCOCC2)cc1 | -2% | -9% | -13% | 18% | -7% | -0.5% | 0.3% | -0.1% | -3.1%
Cc1onc(C(=O)N2CCN(Cc3ccccc3)CC2)c1[N+](=O)[O-] | -8% | -2% | 0% | 9% | 0% | 3.1% | -0.4% | 0.8% | -3.1%
C[C@@H](CSc1ccccc1)CN1CC[C@H](O)CCC1=O | 6% | -29% | -3%[20 µM] | 15% | 10% | 1.5% | -0.9% | 0.0% | -5.6%
COc1cccc(CN2C(=O)C3(C(C#N)=C(N)OC4=C3C(=O)CCC4)c3ccccc32)c1 (stereo unspecified) | -6% | 20% | 26% | 16% | -17% | -1.4% | 0.8% | -0.2% | -1.5%
OCC[C@@H]1C[C@@H](O)[C@H](O)[C@@]2(Cc3ccccc3CCO2)O1 | -2% | 6% | 4%[20 µM] | 7% | 7% | 1.3% | -0.1% | -0.2% | 6.7%
O=C(CSc1nnc(-c2ccc(F)cc2)n1CC1CCCO1)NCc1ccco1 (stereo unspecified) | -5% | -42% | -13% | 4% | -3% | -0.1% | 0.1% | -0.1% | 2.9%
Cc1cc(C)cc(C(=O)NC(CC(N)=O)c2ccc(N3CCN(C)CC3)c([N+](=O)[O-])c2)c1 (stereo unspecified) | -6% | 15% | -32%[20 µM] | -6% | 6% | 3.1% | 0.3% | -0.2% | 1.6%
COc1ccc(Cn2cc3c(-c4ccc(F)cc4)nnc-3c3cc(OC)c(OC)cc32)cc1 | 12% | 10% | -115% | 5% | 4% | -1.5% | 0.7% | 0.4% | 13%
COCc1cc(CN(C)C(=O)C2CCC(=O)N(Cc3cccc(OC)c3)C2)[nH]n1 (stereo unspecified) | -4% | -11% | -32% | 0% | 26% | 2.1% | 0.3% | -0.1% | 0.6%
O=C(c1cccc(S(=O)(=O)N2CCOCC2)c1)N1CCCC1 | 8% | -3% | 1% | -6% | 16% | 0.5% | -0.1% | -0.2% | 1.1%
Cc1cc(C(=O)OC(C(=O)Nc2ccc(C)c(Cl)c2)c2ccccc2)c(C)o1 (stereo unspecified) | -5% | 0% | 10% | 39% | 16% | 1.7% | -1.3% | 0.3% | -2.6%
COc1ccccc1CN(Cc1cc2cc(C)ccc2[nH]c1=O)Cc1nnnn1CC1CCCO1 (stereo unspecified) | 4% | 15% | -30% | -3% | -1% | -0.2% | -1.0% | -0.1% | -1.8%
Cc1cc(=O)n2nc(N3CCCC3C(=O)Nc3ccc(C(C)C)cc3)sc2n1 (stereo unspecified) | -14% | 8% | 6%[20 µM] | -15% | -5% | 6.1% | -1.0% | 0.4% | 0.2%
CCCC(=O)Nc1nc2c(s1)COc1ccccc1-2 | 6% | 49% | -59%[20 µM] | -22% | -13% | 0.6% | -1.3% | 0.4% | -2.3%
Cc1ccc(Cl)c2sc(NC(=O)C3=COCCO3)nc12 | -4% | -55% | 24% | 10% | 5% | 3.5% | -0.6% | 0.0% | -3.5%
CC(Cc1ccco1)NC(=O)c1ccc(C(F)(F)F)cc1 (stereo unspecified) | -1% | -60% | -17% | -12% | 0% | 1.5% | -0.2% | 0.9% | -0.2%
COC(=O)c1sccc1NC(=S)N1CC(C)CC(C)C1 (stereo unspecified) | -2% | 9% | -25% | 3% | 1% | -1.5% | -0.7% | 0.3% | 1.5%
COc1ccc(/C(O)=C2/C(=O)C(=O)N(CCN(C)C)C2c2ccccn2)cc1OC (stereo unspecified) | -5% | -12% | -40% | 0% | -1% | 1.5% | -0.1% | 0.0% | 2.3%
O=C(Nc1cccc(Cl)c1)c1cc(S(=O)(=O)N2CCCCC2)c[nH]1 | -1% | -12% | -8%[20 µM] | -1% | 6% | 1.5% | -0.5% | -0.1% | -2.0%
Cc1ccc(/C=C2/SC(=S)N(CCCC(=O)Nc3ccc(O)cc3)C2=O)cc1 | -1% | . | -58% | 3% | 36% | -2.5% | ? | -0.3% | 35%
COc1ccccc1N1CCN(C(=O)NC23CC4CC(CC(C4)C2)C3)CC1 | -7% | -11% | -56%[20 µM] | 6% | 4% | -1.7% | -1.1% | -0.1% | -2.1%
NC(=S)N/N=C/c1ccccc1OC(=O)/C=C/c1ccccc1 | 11% | -38% | -36% | 10% | 3% | -1.1% | 0.6% | -0.2% | 3.7%
COc1ccc(CC(=O)N2CC(C)CC(C)C2)cc1OC (stereo unspecified) | -1% | -5% | -16% | 6% | -8% | -2.1% | -0.2% | 0.5% | -2.5%
O=C(CSc1nn(-c2ccc(Cl)cc2)c(=S)s1)N1CCN(C(=O)c2ccco2)CC1 | -1% | -28% | -14% | 5% | 17% | 1.7% | -0.7% | 0.1% | 18%
Cc1ccc(N(CC(=O)NCc2ccccn2)S(=O)(=O)c2ccccc2)cc1Cl | -1% | -33% | -23% | 7% | -5% | 0.0% | -0.8% | -0.1% | 2.3%
FC(F)(F)c1cccc(N2CCN(C(=S)NCC3CCCO3)CC2)c1 (stereo unspecified) | -1% | 8% | -21% | -6% | 0% | -0.5% | -1.4% | 1.0% | 1.0%
O=C(NCc1nnc(SCC(=O)N2CCCC2)o1)c1ccc(F)cc1 | -1% | 19% | 22% | 14% | 11% | -2.4% | -0.3% | 0.0% | 1.2%
Cc1cc(C)c(C)c(OC(=O)c2sc(Cl)nc2C)c1 | -9% | -14% | 24% | -13% | 42% | -0.7% | 0.8% | -0.3% | 6.1%
Cc1ccc2c(Cl)c(C(=O)NC3CC3)sc2c1 | -1% | -65% | -28% | 6% | 9% | 0.2% | -0.2% | -0.1% | 6.0%

Of the compounds above, two have a CF3 group:
SMILES | NS5 inhibitors | NOD1 NF-kB reporter | KOR beta-arrestin-1 | GPR55 LPI antagonism | GPR35 arrestin U2OS | HIV peptide binding | West Nile antiviral | GPR55 activation | KOR beta-arrestin-2 | others
CC(Cc1ccco1)NC(=O)c1ccc(C(F)(F)F)cc1 (stereo unspecified) | -1% | -60% | -17% | -12% | 0% | 1.5% | -0.2% | 0.9% | -0.2%
FC(F)(F)c1cccc(N2CCN(C(=S)NCC3CCCO3)CC2)c1 (stereo unspecified) | -1% | 8% | -21% | -6% | 0% | -0.5% | -1.4% | 1.0% | 1.0%
